High-throughput results deposited in PubChem BioAssay by several laboratories.
SRC1 inh: inhibits human SRC1 coactivator | Q15788 | actives 0.12% (n = 360,000) | inhibition, % at 3.6 µM | HEK293 GAL4-SRC1 luciferase reporter, luminescence | AID 588354;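 active = inhibition above the campaign mean plus 3 SD, with each screening campaign given its own cutoff, cut at about 60% in these data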;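 note: 0% = DMSO treated cells and 100% = gossypol at 36 µM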
LRH-1 inv ag: suppresses constitutive activity of human LRH-1 | O00482 | HEK293T StAR-luciferase reporter, LRH-1 transfected, 24 h | inhibition, % at 3.6 µM | actives 0.13% (n = 360,000) | AID 602396;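 active = inhibition above the mean inhibition of all tested compounds plus 3 SD, cut at about 73% in these data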;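 note: 0% = DMSO wells and 100% = reporter-only cells lacking LRH-1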
Target sequence (O00482 whole entry, looked up): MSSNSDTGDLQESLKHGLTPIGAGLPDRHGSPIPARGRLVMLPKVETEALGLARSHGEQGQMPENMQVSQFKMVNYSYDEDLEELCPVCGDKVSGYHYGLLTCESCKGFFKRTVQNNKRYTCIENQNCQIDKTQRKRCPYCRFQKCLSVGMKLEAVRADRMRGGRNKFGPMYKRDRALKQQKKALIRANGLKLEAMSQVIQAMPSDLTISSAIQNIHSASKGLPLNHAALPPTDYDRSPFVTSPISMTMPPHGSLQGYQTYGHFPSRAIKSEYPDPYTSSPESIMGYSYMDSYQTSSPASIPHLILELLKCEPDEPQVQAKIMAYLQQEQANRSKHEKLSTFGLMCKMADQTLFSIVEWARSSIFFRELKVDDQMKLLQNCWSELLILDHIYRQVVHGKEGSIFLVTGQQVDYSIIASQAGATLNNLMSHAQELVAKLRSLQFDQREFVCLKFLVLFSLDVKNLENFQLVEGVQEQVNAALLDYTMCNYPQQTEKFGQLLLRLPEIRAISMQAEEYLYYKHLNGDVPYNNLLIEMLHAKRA
TRAIL sens C8: caspase-8 TRAIL sensitization; NB7+C8 cells + TRAIL, ATPlite viability luminescence; inhibition (viability loss, TRAIL sensitization), % at 10 µM; actives 1% (n = 360,000);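 active = compounds causing at least 50% loss of cell viability in the single-dose screen, relative to plate controls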
NR2F2 inh: inhibitors of human COUP-TFII (NR2F2) | inhibition, % at 8.6 µM | HEK293T NGFI-A luciferase reporter, luminescence | actives 0.7% (n = 370,000) | P24468 | AID 686940;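 active = inhibition above a per-plate cutoff, mean inhibition of test wells between control levels plus 3 SD, cut at about 38% in these data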;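 note: cells cotransfected with COUP-TFII expression vector driving the NGFI-A reporter; 0% = median of COUP-TF2 test wells and 100% = reporter-only cells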
Target sequence (P24468 whole entry, looked up): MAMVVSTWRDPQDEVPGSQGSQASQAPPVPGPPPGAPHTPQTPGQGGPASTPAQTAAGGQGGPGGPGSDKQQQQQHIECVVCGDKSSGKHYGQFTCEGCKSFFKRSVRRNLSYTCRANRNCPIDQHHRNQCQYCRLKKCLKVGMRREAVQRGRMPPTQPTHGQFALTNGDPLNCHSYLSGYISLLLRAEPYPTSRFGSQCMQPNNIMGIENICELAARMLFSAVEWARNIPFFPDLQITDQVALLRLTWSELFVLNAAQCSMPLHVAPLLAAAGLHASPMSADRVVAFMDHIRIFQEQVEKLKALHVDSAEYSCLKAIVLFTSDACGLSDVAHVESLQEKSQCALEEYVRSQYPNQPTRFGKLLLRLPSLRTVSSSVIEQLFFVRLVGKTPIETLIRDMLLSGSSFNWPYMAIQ
TWEAK Fn14 block: blocks TWEAK-Fn14 interaction in a reporter cell assay; inhibition, % at 10 µM; TWEAK-stimulated Fn14 reporter cells, luciferase luminescence, 8 h; actives 2% (n = 360,000); in the data active = inhibition above about 50%
Shn3 3UTR inh: inhibitors of Schnurri-3 3'UTR reporter in osteoblasts | Clone20 osteoblast Shn3 3'UTR firefly luciferase, 24 h | inhibition, % at 12.5 µM | actives 0.52% (n = 360,000);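 active = mean inhibition of at least 75% with every replicate also reaching 75%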;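 note: 0% = median of neutral control wells and 100% = pilot-screen positive control compound; some compounds past the cut are filed as inactive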
TROY NFkB inh: blocks TROY-dependent signaling in reporter cells; Q293 LMP1-TROYcd NF-kB luciferase reporter, 4 h; inhibition, % at 10 µM; actives 0.98% (n = 360,000); AID 1347056;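 active = compounds whose plate-normalised and pattern-corrected inhibition of the luciferase reporter signal at the single screening dose is 50% or more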
CF NFkB inh: blocks PAF-induced NF-kB reporter in cystic fibrosis cells; AID 588850; KKLEB NF-kB-GFP reporter, GFP fluorescence overnight; actives 0.86% (n = 360,000); inhibition, % at 5 µM;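 active = at least 50% inhibition at 5 µM, scaled per plate between neutral and stimulator controls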;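 note: PAF is a Pseudomonas aeruginosa culture filtrate used as stimulus; plate controls were PAF-stimulated DMSO wells for no effect and unstimulated DMSO wells for full effect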
KKLEB tox: reduces viability of KKLEB cystic fibrosis airway cells; KKLEB CF airway cells viability, ATPlite luminescence, overnight; stronger effect = lower value; cells stimulated with P. aeruginosa culture filtrate; activity change (cytotoxicity), % at 5 µM; actives 0.36% (n = 360,000); AID 602141;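 active = corrected activity change at or below -50% at 5 µM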
NCOA3 inh: inhibits human SRC3 coactivator. HEK293 GAL4-SRC3 luciferase reporter, luminescence. Q9Y6Q9. actives 0.17% (n = 360,000). inhibition, % at 3.6 µM;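 active = inhibition above a per-campaign cutoff, the mean of all compounds plus 3 SD, cut at about 60% in these data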;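 note: 0% = DMSO-treated cells and 100% = gossypol-treated cells at 36 µM; higher means less SRC3-driven luciferase light from the GAL4 reporter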
LMP1 NFkB inh: Epstein-Barr LMP1 NF-kappaB reporter inhibition; AID 504558; actives 0.69% (n = 350,000); inhibition, % at 12.5 µM; LMP1-induced NF-kappaB luciferase reporter cells, luminescence; in the data active = inhibition above about 41%;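 note: 0% = neutral control wells and 100% = reference inhibitor control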
Active calls of the source: *; . = not tested or not shown; & = joins results of further samples. Some of the compounds tested; count on the stated rates, not on these rows.

SMILES	SRC1 inh	LRH-1 inv ag	TRAIL sens C8	NR2F2 inh	TWEAK Fn14 block	Shn3 3UTR inh	TROY NFkB inh	CF NFkB inh	KKLEB tox	NCOA3 inh	LMP1 NFkB inh
CCC(=O)N1CCC(C)(C(=O)Nc2ccc(OC)c(OC)c2)C1 (stereo unspecified)	-5	-28	-2	-10	7	-5	-6	-16	-3	-8	.
Cc1occc1C(=O)OCC(=O)Nc1ccc(F)cc1	-55	-33	-7	-21	-9	-34	2	11	-2	-24	-15
Cc1ccc(-c2ccc(/C=N/N3C(=O)C4C5C=CC(C6CC56)C4C3=O)o2)c([N+](=O)[O-])c1 (stereo unspecified)	1	-2	-3	-9	-9	-7	2	4	3	1	3
Cc1ccccc1C(=O)Oc1ccc2ccc(O)cc2c1	-91	-32	-2	-14	-1	-124	-20	-31	16	-66	-28
Cc1ccc(NC(=O)c2ccc(NC3=NC4CS(=O)(=O)CC4S3)cc2)cc1 (stereo unspecified)	-14	0	-5	-3	3	4	-10	-10	18	-1	-1
CC(C)(C)N1[C@@H](CC(=O)O)c2cc(C(F)(F)F)ccc2S1(=O)=O	-14	-9	-12	11	8	0	1	-6	-2	-7	1
Nn1c(SCC(=O)Nc2ccc3c(c2)CCC3)nnc1C1CC1	-11	-10	-8	-9	1	-6	-2	-2	14	2	11
CCN(C(=O)CSc1nnc(Nc2ccccc2C)s1)C1CCS(=O)(=O)C1 (stereo unspecified)	-1	14	-10	4	-8	-11	-9	-10	4	26	4
CCCc1nn(C)c(C(=O)Nc2ccccc2)c1Cl	12	-3	10	13	81*	-42	76*	4	-2	25	-5
Cc1ccc(Cl)cc1NC(=O)CC1NCCNC1=O (stereo unspecified)	1	8	8	2	-2	-10	-14	7	7	14	-2

A different layout for part of the listing above.
structure: CCN(C(=O)CSc1nnc(Nc2ccccc2C)s1)C1CCS(=O)(=O)C1 (stereo unspecified)
  SRC1 inh = -1 | LRH-1 inv ag = 14 | TRAIL sens C8 = -10 | NR2F2 inh = 4 | TWEAK Fn14 block = -8 | Shn3 3UTR inh = -11 | TROY NFkB inh = -9 | CF NFkB inh = -10 | KKLEB tox = 4 | NCOA3 inh = 26 | LMP1 NFkB inh = 4

structure: CCCc1nn(C)c(C(=O)Nc2ccccc2)c1Cl
  SRC1 inh = 12 | LRH-1 inv ag = -3 | TRAIL sens C8 = 10 | NR2F2 inh = 13 | TWEAK Fn14 block = 81* | Shn3 3UTR inh = -42 | TROY NFkB inh = 76* | CF NFkB inh = 4 | KKLEB tox = -2 | NCOA3 inh = 25 | LMP1 NFkB inh = -5

structure: Cc1ccc(Cl)cc1NC(=O)CC1NCCNC1=O (stereo unspecified)
  SRC1 inh = 1 | LRH-1 inv ag = 8 | TRAIL sens C8 = 8 | NR2F2 inh = 2 | TWEAK Fn14 block = -2 | Shn3 3UTR inh = -10 | TROY NFkB inh = -14 | CF NFkB inh = 7 | KKLEB tox = 7 | NCOA3 inh = 14 | LMP1 NFkB inh = -2

Other records.
SMILES	SRC1 inh	LRH-1 inv ag	TRAIL sens C8	NR2F2 inh	TWEAK Fn14 block	Shn3 3UTR inh	TROY NFkB inh	CF NFkB inh	KKLEB tox	NCOA3 inh	LMP1 NFkB inh
CC1=CCC(C(=O)O)C(C(=O)Nc2ccc(-c3nc4ccc(C)cc4s3)cc2)C1 (stereo unspecified)	-67	-140	13	-63	48	-77	36	-1	6	-31	2
CCN1CCN(Cc2ccc(NC(=O)c3cc(NC(=O)N4CCNC4=O)cc(OC)c3)cc2C(F)(F)F)CC1	13&-16	9&-12	22&6	4&-6	11&-2	13&9	-12&-19	34&22	-18&-7	-2&9	11&-6
O=C(NC1CCCCC1)C(c1ccco1)N(CCc1ccccc1)C(=O)C(F)(F)F (stereo unspecified)	-16	-5	-1	2	10	10	-7	20	-7	18	-8
COc1ccc(OCC(=O)Nc2nc3ccccc3[nH]2)cc1	-55	-65	39	-19	-25	-36	-89	-7	5	-38	-15
COc1ccc(Cl)cc1C1=NOC2(CCC2)C(=O)N1Cc1cccc(C#N)c1	-4	10	-11	6	1	-19	12	-5	2	6	.
O=C(CCC1CCCCC1)Nc1ccc(C(=O)c2ccncc2)cc1	4	-6	10	-4	-13	-16	13	15	-4	3	8
O=C(Nc1ccc2c(c1)OCO2)C1CCCN1C(=O)NCc1ccccc1 (stereo unspecified)	2	-8	1	7	4	-9	6	4	2	-8	-4
Cc1ccc(-n2ncc3c(=O)n(CC(=O)NCc4ccco4)cnc32)cc1	-6	-2	6	-8	17	-3	12	5	4	-13	3
CCOC(NC(=O)c1ccccc1)C(NC(=O)c1ccccc1)OCC (stereo unspecified)	-35	13	22	-8	1	1	-7	2	-24	-9	4
COc1ccc(C(=O)OCC(=O)Nc2ccc(OC)c(S(=O)(=O)N3CCCCC3)c2)cc1[N+](=O)[O-]	-1	7	4	-5	-7	3	8	6	-21	5	-6

Sorted by the number under CF NFkB inh (falling): some entries from above.
SMILES	SRC1 inh	LRH-1 inv ag	NR2F2 inh	TWEAK Fn14 block	Shn3 3UTR inh	CF NFkB inh	NCOA3 inh	LMP1 NFkB inh
O=C(NC1CCCCC1)C(c1ccco1)N(CCc1ccccc1)C(=O)C(F)(F)F (stereo unspecified)	-16	-5	2	10	10	20	18	-8
COc1ccc(C(=O)OCC(=O)Nc2ccc(OC)c(S(=O)(=O)N3CCCCC3)c2)cc1[N+](=O)[O-]	-1	7	-5	-7	3	6	5	-6
CCOC(NC(=O)c1ccccc1)C(NC(=O)c1ccccc1)OCC (stereo unspecified)	-35	13	-8	1	1	2	-9	4
CC1=CCC(C(=O)O)C(C(=O)Nc2ccc(-c3nc4ccc(C)cc4s3)cc2)C1 (stereo unspecified)	-67	-140	-63	48	-77	-1	-31	2

Continued:
SMILES	SRC1 inh	LRH-1 inv ag	TRAIL sens C8	NR2F2 inh	TWEAK Fn14 block	Shn3 3UTR inh	TROY NFkB inh	CF NFkB inh	KKLEB tox	NCOA3 inh	LMP1 NFkB inh
N#CC(C(=O)Nc1ccccc1)=C1Nc2ccccc2N1	-22	-29	-7	-22	-1	-38	-56	-20	5	-2	-39
O=C(Cc1ccc([N+](=O)[O-])cc1)N/N=C/c1ccco1	-6	16	-8	4	5	-6	3	6	5	2	-3
CC1CCN(CCCNC(=O)CCNC(=O)Cn2cnc3ccccc3c2=O)CC1	21	0	-2	5	-7	-10	-14	5	-10	-13	-3
O=C(Cn1cnc2ccccc2c1=O)OCCCCN1C(=O)c2ccccc2C1=O	1	4	4	-6	-4	4	-5	0	-7	-6	5
CSc1ccc(CN2CCC(C)(Oc3cccc(F)c3)C2)cc1 (stereo unspecified)	-24	3	-7	-6	-14	-2	-7	8	-13	-2	.
O=C(CSc1cccs1)NCCc1ccccc1	-20	-35	-5	-18	-1	-20	-49	-2	-3	3	-8
O=C(NCCc1ccccc1)C1CCN(C2CCN(C(=O)CC3=CCCCC3)CC2)CC1	18	16	23	-14	17	-3	-11	3	1	12	1
CCc1cc(=S)n2c([nH]c3ccccc32)c1C#N	-12	8	2	.	-2	23	7	9	-8	-27	8
Cc1c(C2(c3c(C)n(C)n(-c4ccccc4)c3=O)C(=O)Nc3ccc(F)cc32)c(=O)n(-c2ccccc2)n1C	-13	13	5	-8	3	2	3	21	-5	8	2
CN(CC(=O)Nc1cccc(F)c1)C(=O)c1ccc(N2CCCC2)c([N+](=O)[O-])c1	-15	-2	-23	5	-5	31	-22	22	3	-10	-4
Cc1cccc(N2C(=O)CC(N3CCN(C(=O)c4ccccc4)CC3)C2=O)c1 (stereo unspecified)	-8	-4	-10	-10	-1	23	9	4	9	3	-4
O=C1CN(C(=O)CNC(=O)c2cccc(Cl)c2)c2ccccc2N1	-10	7	-10	7	-16	13	-13	4	22	-5	-5
CCOc1cc(C2C3=C(CCCC3=O)N(CCC(=O)O)C3=C2C(=O)CCC3)ccc1OS(=O)(=O)c1ccc(C)cc1	-10	4	-14	-3	3	-37	-8	6	13	-5	6
Cc1ccc(N(CC(=O)NCC2CCCO2)S(=O)(=O)c2ccc(Cl)cc2)cc1C (stereo unspecified)	4	-1	0	-5	7	-2	-14	-30	16	7	11
CCOC(=O)CSc1nnc([C@H](Cc2ccccc2)NC(=O)OC(C)(C)C)o1	-44	-9	-3	-5	0	-12	2	-16	-8	0	-3
COC(=O)CCSCC(=O)Nc1ccc(C)c(S(=O)(=O)N2CCCCC2)c1	-6	-5	-13	4	6	6	-27	5	17	15	6
Cc1ccccc1C1NS(=O)(=O)N=C1N (stereo unspecified)	-7	-9	6	-4	-14	11	0	-6	-12	9	4
COc1ccccc1N1CCN(/N=C/c2cc(OC)c(OC(C)=O)c(OC)c2)CC1	5	-11	-5	3	-15	9	-12	5	-1	-9	4
OCCNCCCCSc1ccc(Cl)cc1	-6	1	1	-17	-5	-15	3	12	-2	13	2
O=C(CSc1ncccn1)Nc1ccc(Cl)c(S(=O)(=O)N2CCOCC2)c1	4	6	-1	3	10	3	18	8	5	-10	-1
O=C(Nc1cccc(Cl)c1Cl)c1csc([C@@H]2O[C@H](CO)[C@@H](O)[C@H]2O)n1	-39	-41	-13	-29	-24	-128	-36	-35	3	-38	.
Cc1nn(-c2ccccc2)c(C)c1/C=N/n1c(-c2ccccc2Br)n[nH]c1=S	12	-6	11	-9	-11	-76	11	34	-9	3	3
O=C(N/N=C/c1cn(-c2ccccc2)nc1-c1cc2ccccc2o1)c1c[nH]c2ccccc12	-98	-109	39	-44	12	-48	48	-67	3	-99	-54
CC(CCc1ccccc1)NC(=O)COC(=O)c1cccc2ccccc12 (stereo unspecified)	-3	-7	-2	1	-10	-3	-20	-12	-12	5	1
Cn1cnc2cc(NC(=O)COc3ccccc3)ccc21	-36	-63	1	-26	1	-79	-53	1	7	-55	-11
O=C(NCC1CCCO1)c1ccc(S(=O)(=O)N2CCC(c3nc4ccc(Cl)cc4[nH]3)CC2)cc1 (stereo unspecified)	-4	9	17	10	-12	28	18	-15	16	-12	17
CCOc1ccc(CCNC(=O)c2nn(C)c3c2CS(=O)(=O)c2ccccc2-3)cc1OCC	14	-12	0	15	10	7	13	16	-8	-30	3
Cc1nnc(NC(=O)CSc2nnc(Cc3cccn3C)n2-c2ccccc2)s1	-15	1	2	-5	-1	19	-18	-9	11	6	3
CC1CCc2c(sc3ncn(CCO)c(=O)c23)C1 (stereo unspecified)	-80	-82	19	-56	-21	-62	-48	9	1	-48	-11
CCSCCC(NC1=CC(=O)CC(C)(C)C1)C(=O)O (stereo unspecified)	-2	-13	-23	-11	7	-25	-8	-2	6	8	4
Cc1c2c(nc3nnnn13)CCCC2	-8	-15	4	-1	1	19	-1	-4	-12	-2	-5

TWEAK Fn14 block: hit marks shown above.
Structure | SRC1 inh | LRH-1 inv ag | NR2F2 inh | TWEAK Fn14 block | Shn3 3UTR inh | CF NFkB inh | NCOA3 inh | LMP1 NFkB inh
CCCc1nn(C)c(C(=O)Nc2ccccc2)c1Cl | 12 | -3 | 13 | 81* | -42 | 4 | 25 | -5
